Source: PubChem BioAssay (several laboratories)
TNAP act hiacc: activators of human TNAP at high phosphate acceptor concentration; 200,000 tested, under 10 active; purified TNAP, CDP-star luminescence, 1 M DEA, 30 min; stronger effect = higher value; 0 = EDTA background, 1 = DMSO-only activity; P05186; activation factor at 20 µM;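 active = activation factor at least 2 at 20 µM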
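Assay system: human TNAP; Input: enzyme diluted 1/800 final; Reagent: CDP-star luminogenic substrate at 100 µM final; Timing: 30 min, room temperature; Signal: luminescence; Evaluation: TNAP activation factor scaled between EDTA and DMSO control wells.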
PMI act satM6P: activators of human phosphomannose isomerase at near-saturating mannose 6-phosphate | P34949 | coupled PMI enzyme assay, resazurin fluorescence, 20 min; stronger effect = higher value; 1 = untreated enzyme, 0 = substrate-free blank | activation factor at 20 µM | 190,000 compounds, 0.34% hits;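 active = activation factor of 2 or more at 20 µM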
Target sequence (P34949 whole entry, looked up): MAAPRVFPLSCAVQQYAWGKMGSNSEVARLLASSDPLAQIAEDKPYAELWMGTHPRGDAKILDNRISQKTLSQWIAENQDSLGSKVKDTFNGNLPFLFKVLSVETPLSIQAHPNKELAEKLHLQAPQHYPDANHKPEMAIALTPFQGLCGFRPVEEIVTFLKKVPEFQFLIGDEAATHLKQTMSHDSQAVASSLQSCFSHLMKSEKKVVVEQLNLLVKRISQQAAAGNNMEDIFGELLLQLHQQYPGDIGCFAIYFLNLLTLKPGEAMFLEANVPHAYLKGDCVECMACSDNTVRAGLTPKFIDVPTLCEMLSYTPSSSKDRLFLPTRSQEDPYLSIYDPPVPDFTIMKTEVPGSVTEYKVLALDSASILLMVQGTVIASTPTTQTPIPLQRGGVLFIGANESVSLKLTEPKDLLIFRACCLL
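Technique: Diaphorase-driven resazurin-to-resorufin fluorescence, excitation 544, emission 590 nm | Assay system: Human PMI in coupled enzyme assay | Times: Enzyme reaction with compound 20 min at room temperature | Medium: HEPES-buffered pH 7.4 with magnesium and detergent | Reagent: Mannose-6-phosphate 1.0 mM (near-saturating) plus 0.22 mM NADP+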
PMI act: activators of human phosphomannose isomerase | AID 1214 | purified human PMI, coupled resazurin fluorescence, 20 min; stronger effect = higher value; 1 = vehicle control, 0 substrate-free wells | 190,000 compounds, 0.005% hits | P34949 | activation factor at 20 µM;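 active = activation factor of 2 or more at 20 µM, relative to plate controls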
Efa HMGR inh: E. faecalis class II HMG-CoA reductase inhibition | inhibition, % at 10 µM | 190,000 compounds, 0.41% hits | purified E. faecalis HMGR, NADPH absorbance 340 nm kinetic | AID 1066;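 active = inhibition above a set limit, the median over all tested compounds plus 3 SD, cut at about 9.5% in these data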;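 also: enzyme runs in reverse so mevalonate oxidation gives rising NADPH absorbance; 0% = complete reaction with DMSO and 100% = background rate lacking mevalonate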
Diaphorase act: diaphorase activation or chemical reduction counter-screen; AID 1229; activation factor at 20 µM; Diaphorase/resazurin coupled assay, resorufin fluorescence, 16 min; stronger effect = higher value; 1 = vehicle wells, 0 = NADH-free wells; 190,000 compounds, 0.005% hits;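 active = diaphorase activity raised at least twofold by the compound at 20 µM; inactive = activation factor below 2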
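Test system: Clostridium kluyveri diaphorase, purified enzyme. Buffer or medium: 50 mM HEPES pH 7.4 buffer plus MgCl2 and Tween 20. Also added: 0.114 mM NADH and 0.1 mM resazurin, final amounts. Dosing: compound 20 µM once, DMSO 1%. Schedule: 16 min enzyme reaction, ambient temperature. Detection: fluorescence of resorufin, 544 nm excitation, 590 nm emission.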
TNAP inh no acc: TNAP (human) inhibition, acceptor-free conditions | P05186 | 200,000 compounds, 0.26% hits | purified TNAP, CDP-star luminescence, 30 min | AID 1012 | inhibition, % at 20 µM;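 active = tissue-nonspecific alkaline phosphatase inhibition above about 50% at 20 µM in the single-dose screen, limit read from the data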;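 also: 0% = DMSO negative control and 100% = EDTA positive control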
TNAP inh hiacc: TNAP (human) inhibition, high acceptor; P05186; purified TNAP, CDP-star luminescence, 1 M DEA; inhibition, % at 20 µM; 200,000 compounds, 0.03% hits; AID 1135;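 active = over 50% inhibition of tissue-nonspecific alkaline phosphatase at 20 µM in the single-dose screen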;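 also: plate controls were DMSO wells for no effect and EDTA-quenched wells as full inhibition for full effect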
FLuc act counter: firefly luciferase counter-screen for stimulation assays | P08659 | ATPlite luciferase biochemical, luminescence, 10 min; 0 = ATP-free wells, 1 = DMSO control | activation factor at 10 µM | 200,000 tested, under 10 active | AID 1027;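 active = luciferase activation factor, scaled between plate controls, of at least 2 with compound at 10 µM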
Target sequence (P08659 whole entry, looked up): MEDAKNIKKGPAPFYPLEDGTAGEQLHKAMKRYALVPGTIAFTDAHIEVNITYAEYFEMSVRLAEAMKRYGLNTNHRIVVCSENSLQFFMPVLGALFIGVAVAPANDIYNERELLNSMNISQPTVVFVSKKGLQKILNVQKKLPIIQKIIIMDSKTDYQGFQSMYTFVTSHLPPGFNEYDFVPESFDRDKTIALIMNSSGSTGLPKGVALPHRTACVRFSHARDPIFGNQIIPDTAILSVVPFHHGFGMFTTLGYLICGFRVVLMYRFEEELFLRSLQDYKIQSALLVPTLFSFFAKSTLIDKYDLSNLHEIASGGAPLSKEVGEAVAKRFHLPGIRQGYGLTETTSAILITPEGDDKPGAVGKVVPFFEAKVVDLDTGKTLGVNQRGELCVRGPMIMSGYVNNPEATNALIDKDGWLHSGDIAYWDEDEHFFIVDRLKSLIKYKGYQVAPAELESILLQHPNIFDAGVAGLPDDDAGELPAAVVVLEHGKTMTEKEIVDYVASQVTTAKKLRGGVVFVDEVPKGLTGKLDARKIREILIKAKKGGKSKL
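Material: luciferase plus luciferin reagent, cell-free. Medium: PBS buffer for ATP. Also added: ATP substrate, dispensed from a 10.24 µM working solution in PBS. Doses: test compounds dosed from 2 mM stocks in 100% DMSO. Incubation: 10 min post-reagent at room temperature. Technique: light output (luminescence). Read-out basis: luminescence gain marking luciferase activators.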
Diaph inh CS: inhibits diaphorase or chemically oxidizes, flagging diaphorase assay artifacts. diaphorase resazurin-to-resorufin fluorescence, NADH, 16 min; bacterial (C. kluyveri) enzyme, not human. inhibition, % at 20 µM. 190,000 compounds, 0.69% hits. AID 1217;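 active = primary screen inhibition at 20 µM above a set limit, cut at about 50% in these data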;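 also: plate controls were DMSO with full reaction for no effect and wells lacking NADH for full effect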
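Assay system – diaphorase enzyme from Clostridium kluyveri · Amount – diaphorase 0.14 U/mL (working solution) · Times – reaction incubation of 16 min at room temperature · Controls – No-NADH positive control and DMSO neutral control · Signal – resorufin fluorescence 544/590 nm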
G6PDH counter: counter-screen for G6PDH assay hits: L. mesenteroides G6PDH inhibition. Purified L. mesenteroides G6PDH, diaphorase/resazurin coupled fluorescence, 45 min. inhibition, % at 5 µM. 200,000 compounds, 0.12% hits. AID 1020; in the data active = inhibition above about 50%
* = called active by the depositor; . = not tested or not shown.

SMILES	TNAP act hiacc	PMI act satM6P	PMI act	Efa HMGR inh	Diaphorase act	TNAP inh no acc	TNAP inh hiacc	FLuc act counter	Diaph inh CS	G6PDH counter
CCOC(=O)CNC(=O)c1cc(-c2ccc3c(c2)OCCO3)oc1C	1.1	1	0.9	-5	0.8	-16	-5	0.9	21	-20
O=C(COc1ccc(S(=O)(=O)NC2CCCCC2)cc1Cl)NCc1cccnc1	1	1.1	1	-8	0.9	-6	0	1	9	7
Cc1nn(S(=O)(=O)N2CCCCC2)c(C)c1Br	1	1	1	2	1	-12	-2	1	1	6
O=C(O)c1cccc(-n2cccc2/C=C2/NC(=O)N(Cc3ccccc3F)C2=O)c1	1	0.9	1.2	2	0.9	-14	-4	1.1	10	2
O=C(O)CNC(=S)N(Cc1ccccc1F)C1CCCCC1	1	1	1	1	1	3	1	1	-5	4
CC(C)CNC(=O)C1CCN(c2ccc(S(=O)(=O)N3CCOCC3)cc2Cl)CC1	1.1	1	1.1	0	0.9	-1	-7	1.1	8	4
CC(C)Oc1cccc(C(=O)C2CCCN(C(=O)c3ccsc3)C2)c1 (configuration not stated)	1.1	1	1	-5	0.9	-4	-7	1	12	5
C=CCOc1cccc(/C=N/NC(=O)C(=O)NCc2ccco2)c1	1	1	0.9	-3	0.9	-12	-5	1	9	1
CNC(=O)N1CCN(C(=O)NC)CC1	1.1	1	1	-2	1	-5	-7	1.1	4	-1
Cc1ccccc1C(=O)NC(CC(C)C)C(=O)OCc1cc(=O)n2cc(Br)ccc2n1 (configuration not stated)	1	1.1	0.9	2	0.9	-5	1	1	8	-7
O=C(c1ccccc1)c1ccc(C(=O)N2CCN(c3ccc(F)cc3)CC2)o1	1	0.9	1	1	0.8	6	-1	1.1	16	3
CC(C)(C)NC(=O)CSc1nc(O)cc(=O)[nH]1	1	0.9	0.7	1	0.9	-6	-3	1	15	15
CCOC(=O)C(NCc1ccc2c(c1)OCO2)(NC(=O)CC)C(F)(F)F (configuration not stated)	1.1	1.1	1.1	-4	0.9	-13	-6	1	8	6
COc1ccccc1NC(=O)C1=C(C)Nc2ncnn2C1c1ccccc1C (configuration not stated)	1	1.1	1	-4	1.1	0	4	1	-6	-1
CCC(=O)Nc1cc(-c2nn(C)c(=O)c3ccccc23)ccc1N1CCCCC1	1	1	1	-8	0.9	-7	-1	1.1	12	0
CN(CC(=O)NC1CCCCC1)S(=O)(=O)c1cccc2cccnc12	1.1	1	1	3	0.9	-4	-8	1.1	5	3
O=C(O)c1cccc(S(=O)(=O)Nc2ccccc2Cl)c1	1	1.1	1	1	1	-9	-1	1	5	-1
COc1ccccc1OCCCCNC(C)(C)C	1.1	1.1	1.1	-4	1	-1	-10	1.1	-1	4
O=[N+]([O-])c1ccccc1SN(Cc1ccccc1)c1ccccn1	1	1	1.1	-3	0.7	6	-4	1	25	13
COC(=O)CCC(=O)N1CCc2cc(S(=O)(=O)N3CCN(c4ccccc4Cl)CC3)ccc21	1.1	1.1	1.1	-5	0.9	-8	-7	1.1	11	9
COc1ccc(S(=O)(=O)N2CCC(C(=O)N3CCCC3)CC2)cc1	1	0.9	0.9	4	0.8	-3	-4	1	23	1
Cc1occc1-c1n[nH]c(=S)n1-c1ccccc1	1.1	1	1	3	0.9	4	-6	1	14	-1
O=C(CCNC(=O)c1ccc(Cl)cc1)Nc1c(F)c(F)cc(F)c1F	1	1.1	1	-10	1	-2	-3	1.1	0	13
COC(=O)C(C#N)C(=C1C(=O)CC(C)(C)CC1=O)c1ccc(O)cc1 (configuration not stated)	1	0.9	0.8	4	0.8	-8	-1	1	19	-2
O=C(CSCc1ccccc1)Nc1ccc(F)c(F)c1	1	1	0.8	-5	0.9	-6	1	1	13	19
Cc1cc(C(=O)CSc2n[nH]c(N)n2)c(C)n1-c1ccc2c(c1)OCO2	1	0.9	0.9	5	0.9	-79	0	0.9	5	-16
Cn1c(=O)c2c(nc(NCc3cccnc3)n2Cc2ccccc2Cl)n(C)c1=O	1	0.9	0.9	2	1	-8	-4	1	3	6
CC(Sc1nc2ccccc2n1C)C(=O)Nc1ccc(N2CCOCC2)cc1 (configuration not stated)	1	1	1	-3	0.9	-11	-2	0.8	14	-7
N#C/C(=C\C=C\c1ccccc1[N+](=O)[O-])c1nc(-c2ccc3c(c2)OCO3)cs1	1	1.2	1.1	-6	0.8	-4	0	1.1	18	-44
COCCNC(=O)C(=O)Nc1ccc(Br)cc1	1	1	1	1	0.9	-7	1	1	14	8
C=CCN1C(=O)/C(=C/c2ccc(OCC(=O)O)cc2)S/C1=N/c1nccs1	1	1.1	1.1	-5	1	-5	2	1	4	-4
CC(C)CN(CC(C)C)C(=O)CS(=O)(=O)Cc1ccccc1	1	1	0.9	0	0.8	-7	-3	1	16	29
NC(=O)C1CC(=O)N(c2ccc(OCc3ccccc3Cl)cc2)C1 (configuration not stated)	1.1	1	1	0	0.9	-10	-6	1	8	1
CCOC(=O)c1cc(=O)n2nc(-c3ccccc3F)nc2s1	1.1	1.1	0.9	-2	1	19	-5	1	-1	17
O=C(C[n+]1cc(-c2ccccc2)n2c1CCC2)Nc1nc(-c2ccc(F)cc2)cs1	1	1	1	-3	1.1	-11	1	1	-5	-21
CN(c1ccccc1)c1ccc(/C=N/N2CCOCC2)cc1	1	1	1.1	-9	1	-11	-1	0.3	1	0

Next section; it opens with the 3 that closed the last part.
SMILES	TNAP act hiacc	PMI act satM6P	PMI act	Efa HMGR inh	Diaphorase act	TNAP inh no acc	TNAP inh hiacc	FLuc act counter	Diaph inh CS	G6PDH counter
CCOC(=O)c1cc(=O)n2nc(-c3ccccc3F)nc2s1	1.1	1.1	0.9	-2	1	19	-5	1	-1	17
O=C(C[n+]1cc(-c2ccccc2)n2c1CCC2)Nc1nc(-c2ccc(F)cc2)cs1	1	1	1	-3	1.1	-11	1	1	-5	-21
CN(c1ccccc1)c1ccc(/C=N/N2CCOCC2)cc1	1	1	1.1	-9	1	-11	-1	0.3	1	0
COc1cc2cc(C(=O)O)[nH]c2c(OC)c1OC	1	1	1	4	0.9	-12	-4	1	8	3
CC(=O)c1ccc(N2CCN(C(=O)c3ccc(Cn4c(=S)[nH]c5ccc(N6CCOCC6)cc5c4=O)cc3)CC2)cc1	1.1	0.9	1	-4	1	-18	-5	1	4	-5
COc1ccc2nc(C)c3c(c2c1)OC(C)C3 (configuration not stated)	1.1	1	1.1	-3	1	0	-9	1.1	-3	2
COc1ncnc(OC)c1NC(=O)c1ccc(F)cc1	1.1	1.5	1.2	3	1.2	1	-7	1.1	-19	9
CCCCOc1ccc(CSc2nnc(C)n2N)cc1[N+](=O)[O-]	1.1	1.2	1.1	-2	1.1	-8	-11	1	-10	12
CN1C=CC=C/C1=C1/N=C(c2ccccc2)OC1=O	1	0.9	1.1	5	0.9	3	-4	0.9	8	-6
CCc1ccc(NC(=O)/C(C#N)=C/c2cc3ccc(C)cc3nc2N2CCOCC2)cc1	1	0.9	1	-6	0.9	-5	-2	1.1	13	0
O/N=C1/CCc2nonc2/C1=N/O	1	0.9	0.9	-4	0.9	-13	-5	1.1	14	5
CCOc1ccc(NC(=O)COC(=O)Cn2cnnn2)cc1OCC	0.9	1	1	0	0.8	0	8	1	17	13
CCOC(=O)c1nc(C)n(-c2ccc(Cl)cc2Cl)n1	0.9	0.9	0.8	-1	1	-4	6	1	4	-3
Cc1cc(C(=O)CN2C(=O)NC(C)(c3ccccc3)C2=O)c(C)n1CC1CCCO1 (configuration not stated)	1	1	1	3	1	-6	1	0.9	3	6
CCOC(=O)c1cccc(-c2ccc(C=O)o2)c1	1	0.9	0.8	3	0.9	-10	-2	0.9	5	18

Exported with bars between the fields: entries from further up.
mol | TNAP act hiacc | PMI act satM6P | PMI act | Efa HMGR inh | Diaphorase act | TNAP inh no acc | TNAP inh hiacc | FLuc act counter | Diaph inh CS | G6PDH counter
CN(CC(=O)NC1CCCCC1)S(=O)(=O)c1cccc2cccnc12 | 1.1 | 1 | 1 | 3 | 0.9 | -4 | -8 | 1.1 | 5 | 3
O=C(O)c1cccc(S(=O)(=O)Nc2ccccc2Cl)c1 | 1 | 1.1 | 1 | 1 | 1 | -9 | -1 | 1 | 5 | -1

The list goes on:
SMILES	TNAP act hiacc	PMI act satM6P	PMI act	Efa HMGR inh	Diaphorase act	TNAP inh no acc	TNAP inh hiacc	FLuc act counter	Diaph inh CS	G6PDH counter
Cc1onc(-c2ccccc2Cl)c1C(=O)NCc1cccnc1	1	1	1	1	0.9	-6	-5	1.1	13	-12
CC(=O)Nc1ccc(C(=O)N(C)c2ccccc2)cc1	1	0.9	0.9	-3	0.8	-10	-4	1.1	21	6
NS(=O)(=O)c1cccc(NC(=O)CSc2nn(-c3ccccc3)c(=S)s2)c1	0.9	0.9	0.8	-2	0.7	19	11	1.1	28	9
S=c1[nH]nc(C2CCCCC2)n1/N=C/c1ccc(Br)s1	0.9	0.9	0.8	-1	0.8	44	6	1.1	17	6
Cc1nonc1CN(C)C(=O)CC1C(=O)NCCN1Cc1cccc(C(F)(F)F)c1 (configuration not stated)	1	0.6	0.9	-3	0.9	-2	1	1	14	6
CC(C)c1nc(C#N)c(NCCCn2ccnc2)o1	1	1.2	1.2	-2	1	9	-1	1	2	13
COc1cc2c(cc1OC)CN(Cc1cc(=O)n3c(-c4ccccc4)csc3n1)CC2	1	1	1.2	1	1	-6	3	1	4	-4
COC(=O)\C(C(C)=O)=C(/C=C/C=C/C=C/N(C)C)N(C)C	1	0.5	0.7	.	0.7	2	2	1	28	9
COc1ccc(C(=O)Nc2ccc3c(c2)C(=O)c2ccccc2C3=O)cc1OC	1	0.8	0.8	-7	0.8	-11	2	1	20	1
O=C(O)CC1COc2ccccc2N1C(=O)c1ccccc1Cl (configuration not stated)	1	1	1.1	1	0.9	-15	-3	1.1	11	12
C(=C\c1ccccc1)/CSc1nnc(-c2ccncc2)n1Cc1ccco1	1.1	1	1	-3	0.8	-4	-5	1.1	16	5
CCNc1cc(N2CCN(S(=O)(=O)c3ccc4c(c3)CCCC4)CC2)ccc1[N+](=O)[O-]	0.9	1	1.1	-3	0.8	9	14	1	18	-2
CC(CN1CCN(C)CC1)OC(=O)c1ccccc1Cl (configuration not stated)	1.1	1.1	1.2	-2	1	2	-6	1.1	4	9
